PV pol inh – inhibitors of poliovirus RNA polymerase binding and polymerization; actives 0.66% (n = 150,000); % elongation, % (compound at 16.7 µg/mL); P03300; poliovirus polymerase elongation, fluorescence polarization; active compounds read low; AID 588519; in the data active = % elongation below about 90%; also: some results filed as inactive read as strong as hits
Target sequence (P03300 1749-2209 limits assumed): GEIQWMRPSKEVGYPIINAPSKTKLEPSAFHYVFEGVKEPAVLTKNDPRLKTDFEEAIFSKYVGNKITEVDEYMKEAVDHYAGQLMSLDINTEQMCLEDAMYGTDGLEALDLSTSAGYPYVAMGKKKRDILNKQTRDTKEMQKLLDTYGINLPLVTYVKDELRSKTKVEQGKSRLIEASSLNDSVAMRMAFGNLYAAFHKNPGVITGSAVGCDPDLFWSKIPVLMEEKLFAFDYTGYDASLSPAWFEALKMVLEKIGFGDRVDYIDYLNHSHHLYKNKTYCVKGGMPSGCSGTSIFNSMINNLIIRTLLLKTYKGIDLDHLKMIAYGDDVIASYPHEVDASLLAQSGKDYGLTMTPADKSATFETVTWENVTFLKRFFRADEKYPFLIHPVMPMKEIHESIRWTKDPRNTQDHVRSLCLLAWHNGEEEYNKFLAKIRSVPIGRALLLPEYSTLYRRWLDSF
PV pol inh FP z-score – second read-out of PV pol inh, no call of its own (marks repeat the call); z-score; measured here: FP z-score; hits read low
Active calls of the source: *; & = joins results of further samples.

SMILES	PV pol inh	PV pol inh FP z-score
COc1ccc(CCNC(=O)CCn2c(SCC#N)nc3ccccc3c2=O)cc1OC	101.0	-0.1
CCCC(=O)Nc1sc(C(=O)Nc2cccc(C)c2C)c(C)c1C#N	105.0	0.2
COc1ccc(CCNC(=O)Cc2ccc(NC(=O)N3CCSc4ncccc43)cc2)cc1OC	98.0	-1.4
O=C(C1CCC(Cn2c(=O)c3sccc3n(Cc3cccc(F)c3)c2=O)CC1)N1CCOCC1 (stereo unspecified)	105.0	-0.3
Cc1ccc(O)c(NC(=O)C2=CC(c3cccs3)=NS(=O)(=O)N2C)c1	110.0	0.1
COc1ccc(-n2c(O)c(/C=N/N(C)C)c3ccccc3c2=O)cc1	101.0	0.3
CCN(CC)CCNc1c2c(nc3cc(-c4ccc(OC)c(OC)c4)nn13)CCC2	104.0	0.5
CCNC(CC(=O)Nc1ccc(O)cc1)C(=O)O (stereo unspecified)	101.0	0.1
CCCC1(C(=O)OC)NC(c2ccc(OC)c(OC)c2)C2C(=O)N(c3ccc4c(c3)OCO4)C(=O)C21 (stereo unspecified)	101.0	-0.1
Cc1cccc2nc(CSc3nnc4ccccn34)cn12	103.0	0.3
CN(C)c1ccc(CNC(=O)CC2(CC3=NS(=O)(=O)c4ccccc4N3)CCCC2)cc1	100.0	-0.2
O=c1c(Cc2ccccc2)c(O)nc2ccccn12	103.0	0.3
O=C(Cn1nnc(-c2ccccc2)n1)OC1CCOC1=O (stereo unspecified)	99.0	-0.2
O=S(=O)(Nc1cccc(-c2nnc3n2CCCCC3)c1)c1ccc2c(c1)OCCCO2	102.0	0
C=CCN1C(=O)/C(=C2/C(=O)N(CC=C)c3ccccc32)SC1=S	102.0	0.7
COCCNC(=O)Cn1ccc2cc(S(=O)(=O)N3CCCCCC3)ccc21	113.0	1
Cn1nc(C(=O)N2CCC(c3ccccc3)C2)c2c1-c1ccsc1CC2 (stereo unspecified)	102.0	0.6
COc1cccc(NC(=S)N(C)c2ccc(O)cc2)c1	103.0	0.2
COc1ccc(N2CCN(C(=O)c3ccc(-c4nc(COc5ccccc5)c(C)o4)cc3)CC2)cc1	101.0	-1.1
CCC(O)c1nc2ccccc2n1Cc1cc(C)ccc1C (stereo unspecified)	110.0	0.8

As entered above.
Cc1ccc(O)c(NC(=O)C2=CC(c3cccs3)=NS(=O)(=O)N2C)c1 @ PV pol inh FP z-score = 0.1
O=C(Cn1nnc(-c2ccccc2)n1)OC1CCOC1=O (stereo unspecified) @ PV pol inh = 99.0

Remaining list, next part.
SMILES	PV pol inh	PV pol inh FP z-score
CCn1c(COc2cccc(C)c2)nnc1SCC(=O)N1C(C)CCCC1C (stereo unspecified)	102.0	0.2
Clc1ccc(-c2noc(CSc3ccccc3)n2)cc1	103.0	0.6
Cc1nn(Cc2ccccc2Cl)c2sc(C(=O)OCc3nc4ccccc4c(=O)n3CC#N)cc12	107.0	0.5
Cc1cc(C(=O)OCC(=O)c2cc(C)n(-c3ccc(Cl)cc3)c2C)no1	108.0	0.9
COCCN1Cc2cccc(C(=O)Nc3ccc(C)cc3C)c2C1=O	110.0	0.7
Cc1cc(C)nc(-n2cc3c(=O)[nH]c(=S)[nH]c3n2)n1	102.0	0.3
CCOC(=O)c1cnc(N2CCN(c3ccccc3)CC2)[nH]c1=O	100.0	-0.4
COc1ccc(C(=O)N2CCN(c3nc4c(C)c(Cl)ccc4s3)CC2)c(OC)c1	104.0	-0.6
Cc1ccc(S(=O)(=O)Nc2cccc(-c3ccc4nnc(C)n4n3)c2)s1	101.0	-0.5
Cc1ccc2[nH]c(=O)c(CN(C)S(C)(=O)=O)cc2c1	105.0	1
CCn1c(C(=O)N2CCC(C(=O)NCc3ccc(Cl)cc3)CC2)cc2occc21	105.0	1.1
CCOC(=O)C1CCCN(c2nc3c(S(=O)(=O)c4ccc(C)c(C)c4)nnn3c3ccc(Cl)cc23)C1 (stereo unspecified)	107.0	0.6
Cc1cc2nc(-c3ccc(N=Cc4cccc(C)c4O)cc3)oc2cc1C	101.0	0
CCSC1=NC2(CCN(C(=O)NC3CCCCC3)CC2)N=C1c1ccc(Cl)cc1	111.0	0.5
CCN(Cc1ccccc1)S(=O)(=O)c1ccc(F)c(C(=O)Nc2cc(C(F)(F)F)ccc2Cl)c1	103.0	-1
Cc1cc(N2CCC(C)CC2)nc2ccc(NC(=O)Cc3c(F)cccc3Cl)cc12	103.0	-0.6
CN/N=C/c1ncc(C(F)(F)F)cc1Cl	103.0	0.4
CCOC(=O)c1sc2nc(C(C)Sc3nnc(C)s3)[nH]c(=O)c2c1C (stereo unspecified)	109.0	0.7
Cc1ccc(OCC(=O)Nc2nc3ccccc3s2)c(C)c1	104.0	0.7
CCCCN1C(=O)/C(=C\C(=O)NC(N)=O)c2ccccc21	104.0	0.1
CC(=O)Nc1ccc(C(=O)c2ccccc2)cc1	99.0	0.1
COc1ccccc1NC(=O)c1cc(S(=O)(=O)NCCc2ccccc2)ccc1F	104.0	0.2
COc1ccc(C2=NC3(CCCCC3)N(CC(=O)Nc3ccc(C(C)C)cc3)C2=O)cc1	110.0	0.7
CC(=O)Nc1n[nH]c(-c2ccc(C)cc2)n1	102.0	0.2
CCOc1ccccc1CN(CCc1ccc2c(c1)OCO2)Cc1cc(OC)c(OC)cc1OC	99.0	-1.8
Cc1cc(C)c2c(=O)cc(C(=O)Nc3ccc(S(=O)(=O)N(C)Cc4ccccc4)cc3)oc2c1	107.0	-0.1
CCc1cc(=O)oc2cc(O)ccc12	103.0	0.2
O=C(O)c1ccccc1C(=O)OCc1ccc(F)cc1F	100.0	-0.1
Cc1cc(=O)oc2cc(OCC(=O)N3CCCC3C(=O)O)ccc12 (stereo unspecified)	105.0	0.4
COc1cccc(-c2nc(SCc3cccc(Br)c3)n3[nH]c(=O)cc3n2)c1	99.0	-1.6
CCCN1CSC(=S)N(CCC)C1	104.0	0.5
CN(C)CCNc1cn[nH]c(=O)c1Cl	104.0	0.3
COc1cc(OC)c(N(C)C(=O)c2sc3nc4n(c(=O)c3c2C)CCCCC4)cc1Cl	104.0	-0.4
CN(C(=O)Cn1c(=O)n(CCCS(=O)(=O)C2CCCCC2)c(=O)c2ccccc21)c1ccccc1	107.0	-0.4
CCc1n[nH]c(=S)n1/N=C1\C(=O)N(C)c2ccccc21	100.0	-0.1
CCOC(=O)c1c(C)[nH]c(C)c1S(=O)(=O)N1CCCC(C(=O)Nc2cccc(CC)c2)C1 (stereo unspecified)	115.0	0.6
Cc1n[nH]c(C)c1C(C)C(=O)Nc1ccc(CN2CCOCC2)cc1 (stereo unspecified)	100.0	-0.7
COc1cccc(-n2c(=O)c3sc4ccccc4c3n(CC(=O)Nc3ccccc3C)c2=O)c1	102.0	-0.6
COc1ccccc1N1CCN(C(=O)CSc2nc(-c3ccc(C(C)C)cc3)no2)CC1	97.0	-1.9
CN(C)c1ccc(NC(=O)/C=C/c2ccccc2)cc1	100.0	0
COc1cccc(NC(=O)c2cn(C3CCCC3)c(=O)c3c2c2ccccc2n3C)c1	102.0	0
CCN1C(=O)C(=Cc2cccn2-c2ccc(N(C)C)cc2)C(=O)N(CC)C1=S	97.0	-1
COc1ccc(NS(=O)(=O)c2coc(C(N)=O)c2)cc1	102.0	0.6
CC(C)n1c(=S)[nH]c2ccccc2c1=O	101.0	-0.2
CCOC(=O)C1=C(C)Nc2ccccc2N=C1N	109.0	0.3
CN(C)S(=O)(=O)c1ccc(/C(O)=C2\C(=O)C(=O)N(Cc3cccnc3)C2c2cccnc2)cc1 (stereo unspecified)	102.0	-0.1
O=C(O)CNc1nc(C(F)(F)F)nc2c1cnn2Cc1ccccc1	100.0	-0.2
COc1ccc(Cl)cc1NC(=O)c1cnc(N2CCCCC2)c2ccccc12	112.0	1
CCc1ccc(-n2nnc(-c3nc(-c4cccs4)no3)c2N)cc1	112.0	-0.3
CN(C)CCOC(c1ccccc1)c1ccccc1 (tested in a mixture with another compound)	99.0&100.0	-0.1&-0.1
CCCCc1ccc(NC(=O)c2cccn(Cc3ccc(Cl)cc3)c2=O)cc1	105.0	-0.5
COc1ccc(NC(=O)C(c2ccccc2)N(C)C(=O)/C=C\c2ccc3c(c2)OCO3)cc1 (stereo unspecified)	103.0	-0.2
Cc1ccc(C)c(CN2CCCN(CC(=O)Nc3ccc(C)c(C)c3)S2(=O)=O)c1	106.0	0
COc1ccccc1NC1=NCC(C)S1 (stereo unspecified)	101.0	-0.1
Cc1ccc2c(CC(=O)NCCc3ccc(S(N)(=O)=O)cc3)coc2c1	104.0	-0.8
O=C(CN1CCCC1)N/N=C/c1ccc(-c2cccc(Cl)c2Cl)o1	102.0	0
O=C(Nc1nccs1)C12CC3CC(C1)CC(C(=O)Nc1nccs1)(C3)C2	103.0	0.3
Cc1cc(C(=O)COC(=O)/C=C/c2ccc3c(c2)OCO3)c(C)n1C1CC1	104.0	0.2
O=C(CSc1c2c(nc3ccc(Cl)cc13)CCCC2)NCc1ccccc1Cl	102.0	-0.4
COc1ccc(S(=O)(=O)NCCc2sc3nc(-c4ccc(C)cc4)nn3c2C)cc1C	103.0	-1

Taken from the listing for reference:
SMILES	PV pol inh	PV pol inh FP z-score
COc1cccc(NC(=O)c2cn(C3CCCC3)c(=O)c3c2c2ccccc2n3C)c1	102.0	0
CCN1C(=O)C(=Cc2cccn2-c2ccc(N(C)C)cc2)C(=O)N(CC)C1=S	97.0	-1
COc1ccc(NS(=O)(=O)c2coc(C(N)=O)c2)cc1	102.0	0.6
CC(C)n1c(=S)[nH]c2ccccc2c1=O	101.0	-0.2
CCOC(=O)C1=C(C)Nc2ccccc2N=C1N	109.0	0.3
CN(C)S(=O)(=O)c1ccc(/C(O)=C2\C(=O)C(=O)N(Cc3cccnc3)C2c2cccnc2)cc1 (stereo unspecified)	102.0	-0.1
O=C(O)CNc1nc(C(F)(F)F)nc2c1cnn2Cc1ccccc1	100.0	-0.2
COc1ccc(Cl)cc1NC(=O)c1cnc(N2CCCCC2)c2ccccc12	112.0	1
CCc1ccc(-n2nnc(-c3nc(-c4cccs4)no3)c2N)cc1	112.0	-0.3
CN(C)CCOC(c1ccccc1)c1ccccc1 (tested in a mixture with another compound)	99.0&100.0	-0.1&-0.1
CCCCc1ccc(NC(=O)c2cccn(Cc3ccc(Cl)cc3)c2=O)cc1	105.0	-0.5
COc1ccc(NC(=O)C(c2ccccc2)N(C)C(=O)/C=C\c2ccc3c(c2)OCO3)cc1 (stereo unspecified)	103.0	-0.2
Cc1ccc(C)c(CN2CCCN(CC(=O)Nc3ccc(C)c(C)c3)S2(=O)=O)c1	106.0	0
COc1ccccc1NC1=NCC(C)S1 (stereo unspecified)	101.0	-0.1

Additional compounds follow:
SMILES	PV pol inh	PV pol inh FP z-score
Cc1ccc(CCNC(=O)c2nnc(Cc3cccc(F)c3)o2)cc1	105.0	-0.3
C=CCn1cc(/C=C(/C#N)C(=O)OCC)c2ccccc21	100.0	-0.2
O=c1c2sc3ccccc3c2n(Cc2ccc(F)cc2)c(=O)n1Cc1ccccc1	105.0	-0.3
N#Cc1cc(C#N)c(SCC(=O)NC2CCCCC2)nc1N	103.0	-0.1
CC(C)NS(=O)(=O)c1ccc(OCC(=O)O)c(Cl)c1	98.0	-0.2
COc1ccc(-c2noc(CNC(=O)C3CCCCC3)n2)cc1	103.0	0.3
O=C(O)/C=C/C(=O)N1CCc2ccccc21	99.0	-0.3
CCN1C(=O)C(=Cc2ccc(-c3ccccc3F)o2)C(=O)N(CC)C1=S	103.0	0.4
CN1C(=O)c2ccccc2Sc2ccc(C(=O)O)cc21	100.0	-0.5
CCOc1ccc(Cn2c(CNS(=O)(=O)c3c(C)cc(C)cc3C)nc3cccnc32)cc1	107.0	0
CN1CCN(CCCC(=O)c2ccc(F)cc2)CC1	101.0	-0.3
Cc1cc(C)cc(-n2ccnc2SCC(=O)Nc2ccc(C)c(Cl)c2)c1	106.0	-0.1
COc1ccc(N2CCN(c3ccccn3)CC2)cc1	99.0	-0.4
Cc1[nH]nc(-c2ccc(S(=O)(=O)NCCCN3CCCC3)s2)c1C	99.0	-1.4
Cc1cc(SC#N)ccc1N	98.0	-0.3
CC1Cc2ccccc2N1C(=O)CSc1nnc(-c2ccccc2)o1 (stereo unspecified)	102.0	0
Cc1cccc(C)c1NC(=O)c1cc(S(=O)(=O)N2CCc3ccccc3C2)ccc1F	104.0	-0.8
COc1cccc(-c2n[nH]c3c2C(c2ccccn2)N(C)C3=O)c1 (stereo unspecified)	102.0	-0.8
COC(=O)C1=C(C)NC(=O)CC1C(=O)NCc1ccccc1 (stereo unspecified)	103.0	0.3
C#CCSc1nnc2n(CC)c(=O)c3c(n12)-c1ccccc1CC31CCCCC1	103.0	0.6
CC1=C(C(=O)Nc2ccc(C(=O)NCCCN3CCCCC3)cc2)SCCO1	102.0	0.3
COc1cccc(C(=O)Nc2ccc(-c3ccc4nnc(C)n4n3)cc2)c1OC	106.0	1.2
NS(=O)(=O)c1ccc(CNC(=O)COc2ccc(Cl)cc2)cc1	99.0	-0.3
Cc1cccc(N(C)C(=O)c2cc(S(=O)(=O)N3CCCCC3)c[nH]2)c1	107.0	0
COc1ccccc1CN1CCN(C(=O)COc2cccc(C)c2)CC1	97.0	-2.3
COc1ccc(O)c(C(=O)OC(C(=O)N(C)C)c2ccccc2)c1 (stereo unspecified)	106.0	0.3
CCOC(=O)CSC1=C(C#N)C(c2cccc(Cl)c2)CC(=O)N1 (stereo unspecified)	101.0	-0.2
CN(C)c1ccc(C(CNC(=O)Cc2ccc(Cl)cc2)N2CCOCC2)cc1 (stereo unspecified)	102.0	-0.5
CCc1ccc(CNC(=O)c2cc(=O)[nH]c3ccc(S(=O)(=O)N4CCCCC4)cc23)cc1	114.0	0.8
O=C1c2ccccc2C(=O)N1/N=C/c1cn(-c2ccccc2)nc1-c1cccs1	101.0	-0.2
CCC(C)C(=O)Nc1ccc(Cl)cc1 (stereo unspecified)	106.0	0.3
CCOc1ccccc1CNC(=O)CCCn1c(=O)c2cccn2c2ccc(F)cc21	109.0	0.4
CCOc1ccc(CCNC(=O)CCc2c(C)nc3c(-c4ccccc4)c(C)nn3c2C)cc1OCC	109.0	0.5
O=C(O)COc1cc(OCC(=O)O)c2c(-c3ccccc3)cc(=O)oc2c1	98.0	-0.4
CC(C)CN(CC(C)C)S(=O)(=O)c1csc(C(N)=O)c1	104.0	1.3

Bioassay records (PubChem BioAssay)

This is a subset; count on the stated rates, not on these rows.
